# From PubChem
# LYP phosphatase: inhibitors of LYP phosphatase, biochemical, fluorescence intensity, uHTS (AID 1779). recombinant LYP phosphatase, fluorescence intensity; higher % means a stronger effect. one-dose inhibition, % at 11.5 µM; IC50 in µM for titrated hits. 290,000 tested, 0.054% active;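 further: plate controls were vehicle with enzyme for no effect and no enzyme for full effect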
# TNAP activators: human TNAP enzyme activators, primary screen, biochemical, luminescent, no phosphate acceptor, uHTS (AID 1001) | Alkaline phosphatase, tissue-nonspecific isozyme (Homo sapiens) | purified TNAP, luminescent activation assay, no phosphate acceptor; higher activation fold means a stronger effect | activation fold at 20 µM, or EC50 in µM where a hit was titrated | 200,000 tested, 0.03% active; in the data active means activation fold from about 3, or a potency from the dose series; inactive means the rest, 99 in 100 with activation fold below about 1.6; further: many of its hits are not listed in these tables
# PMI inhibitors: inhibitors of human PMI, primary screen, biochemical, fluorescence intensity, coupled assay (AID 1209) | Mannose-6-phosphate isomerase (Homo sapiens) | purified PMI enzyme, coupled fluorescence intensity; higher % means a stronger effect | one-dose inhibition, % at 20 µM; IC50 in µM for titrated hits | 190,000 tested, 0.42% active;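 further: plate controls were DMSO vehicle for no effect and wells lacking substrate for full effect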
# CSM14.1 death rescue: rescue of cells from ER stress-induced death, primary screen, 384-well, CSM14.1, thapsigargin, ATP luminescence (AID 1222); 190,000 tested, under 10 active; CSM14.1 thapsigargin-induced death rescue, ATP luminescence; higher % means a stronger effect; cellular ATP content (survival), % at 20 µM; hits with a dose series show EC50 in µM;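 active means EC50 below 50 µM in the dose-response confirmation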;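 further: death triggered by thapsigargin at about 15 µM added after 2 h compound pretreatment; cell ATP read after overnight thapsigargin exposure of roughly 18 to 22 hours; normalized against plate controls of thapsigargin alone and 5% DMSO vehicle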
# Myeloid diff 2: induction of myeloid progenitor differentiation, primary screen, cell-based, flow cytometry, MLPCN library. ER-HoxA9 myeloid progenitors, lysozyme-GFP differentiation. calls only at 10 µM. 360,000 tested, 1% active. AID 624256, 2012;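 active means normalized GFP-positive differentiation at or above the plate's own cutoff, the solvent-only control mean plus 3 SD; inconclusive means no clear call, values can overlap the other calls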;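 further: cells exposed to compound for four days before flow analysis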
# PMI inhibition: human PMI inhibitors, high substrate, primary screen, biochemical, fluorescence intensity, high mannose 6-phosphate (AID 1220). Mannose-6-phosphate isomerase (Homo sapiens). recombinant PMI enzyme, coupled fluorescence intensity; higher % means a stronger effect. one-dose inhibition, % at 20 µM; IC50 in µM for titrated hits. 190,000 tested, 0.66% active
# P. falciparum M17LAP: P. falciparum M17LAP inhibitors, primary screen, biochemical, fluorogenic H-Leu-NHMec substrate, 1536-well (AID 1619); 220,000 tested, 0.38% active; inhibition, % at 30 µM; hits with a dose series show IC50 in µM; Leucine aminopeptidase (Plasmodium falciparum (isolate 3D7)); recombinant M17LAP, H-Leu-NHMec fluorogenic kinetic assay; higher % means a stronger effect;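 active means compound inhibiting the enzyme by more than half at any dose during confirmatory dose-response retesting; inconclusive means strong single-dose inhibitors picked by rank but not retested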;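 further: plate controls were full reaction with DMSO carrier for no effect and no enzyme background for full effect; strong numbers were not always called active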
# XIAP antagonists: XIAP antagonists, biochemical, IAP family, fluorescence polarization (AID 1018); E3 ubiquitin-protein ligase XIAP (Homo sapiens); XIAP BIR domain, fluorescence polarization peptide displacement; higher % means a stronger effect; displacement, % at 20 µM, or IC50 in µM where a hit was titrated; 200,000 tested, 0.007% active; in the data active means displacement above about 50%; further: a part of the inactive calls stands beside numbers as strong as those of hits
# P. falciparum M1AAP: P. falciparum M1AAP inhibitors, biochemical, fluorogenic H-Leu-NHMec substrate, 1536-well (AID 1445); inhibition, % at 30 µM; hits with a dose series show IC50 in µM; 220,000 tested, 0.42% active; Aminopeptidase N (Plasmodium falciparum (isolate 3D7)); recombinant M1AAP, H-Leu-NHMec fluorogenic kinetic assay; higher % means a stronger effect;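 active means primary inhibition above the hit cutoff, then over 50% inhibition at one or more dose response concentrations, cut at about 23% in these data, passing the limit was not always enough; inconclusive means conflicting primary data, or primary hits not chosen for dose response; inactive means low primary inhibition, or under 50% at every dose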;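 further: plate controls were DMSO full reaction for no effect and no enzyme background for full effect; strong numbers were not always called active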
# Myeloid diff 2 GFP+ MAC1+ %: further read-out of Myeloid diff 2, marked with its call; GFP+ MAC1+ double positive, %; measured here: differentiation confirmed by MAC1 staining
# * hit, by the source's call; i = inactive; ? = inconclusive; / = no result given; + = active, no number. Unless noted, no stated cut-off is given here; in the data, active means inhibition above about 50%; inactive means the rest.
molecule,LYP phosphatase,TNAP activators,PMI inhibitors,CSM14.1 death rescue,Myeloid diff 2,Myeloid diff 2 GFP+ MAC1+ %,PMI inhibition,P. falciparum M17LAP,XIAP antagonists,P. falciparum M1AAP
CCN(CC)C(=S)Nc1ccc2nc3n(c(=O)c2c1)CCCCC3,-3%,1,-2%,-0.6%,i,0.7,-4%,-6%,-3.1%,-7%
Cc1cc(NC(=O)c2ccc(Cl)c([N+](=O)[O-])c2)no1,-3%,/,/,/,i,0.3,/,19%,/,12%
Nn1c(C2COc3ccccc3O2)n[nH]c1=S (stereo not drawn),-2%,/,/,/,i,0.0,/,4%,/,4%
COCCCNC(=O)c1c(NC(=O)C2COc3ccccc3O2)sc2c1CCCC2 (stereo not drawn),-4%,1,4%,-0.3%,i,0.4,4%,9%,-3.6%,9%
CC(C)(C)OC(=O)NCCCCCc1nnc(SCc2ccc(F)cc2)o1,3%,/,/,/,i,1.5,/,2%,/,6%
O=C(O)c1ccc(Cl)c(N2C(=O)Nc3ccccc3N2O)c1,-5%,1.1,-10%,-2.0%,i,0.7,2%,-7%,-9.6%,-3%
Cc1ccc2[nH]c(=O)c(CN3CCCCC3)c(-c3ccccc3)c2c1,1%,0.9,7%,-2.0%,i,0.6,22%,4%,-7.2%,-8%
Nc1nc(=S)[nH]c2c1C1(CCCCC1)Cc1ccccc1-2,1%,1,12%,0.2%,i,0.8,1%,3%,-3.5%,5%
Cc1ccc2cc(CN(CC3CCCO3)C(=S)NCc3ccco3)c(=O)[nH]c2c1C (stereo not drawn),4%,0.9,10%,1.0%,?,/,2%,-3%,-3.3%,12%
COc1ccc(-c2c(C(F)(F)F)oc3c(CN4CCN(C)CC4)c(O)ccc3c2=O)cc1,-2%,1.1,7%,-0.1%,i,0.9,10%,17%,-2.3%,4%
CCOc1ccc(NC(=O)Nc2cccc(C(=O)O)c2)cc1,-8%,1.1,-3%,-3.6%,/,/,-2%,3%,-7.8%,-4%
CCCC(=O)Nc1ccc(NC(=O)C23CC4CC(CC(C4)C2)C3)cn1,-10%,1.1,1%,-1.0%,i,0.5,3%,1%,0.5%,1%
COc1cc(OC)cc(C(=O)NC2=NCCS2)c1,-1%,1.1,6%,-2.0%,i,0.3,8%,1%,-2.5%,10%
Cc1ccc2nc(C)c(C(=O)N/N=C/c3cccc([N+](=O)[O-])c3)cc2c1,1%,1.1,2%,0.0%,i,0.4,6%,7%,0.2%,-2%
Clc1ccc(/C=N/Nc2ccccn2)cc1,0%,1.2,-8%,-1.7%,i,0.7,-5%,6%,1.3%,4%
CN1CCN(S(=O)(=O)c2ccc3[nH]cc(C(=O)O)c(=O)c3c2)CC1,-6%,1,16%,-1.3%,i,0.4,14%,-9%,-4.4%,-1%
CCOc1ccc(N=Nc2c(=O)[nH]n3c(C)cc(C)nc23)cc1,4%,0.5,8%,-4.1%,i,0.2,18%,19%,-7.0%,12%
Cc1ccc(C(=O)OCC(=O)Nc2c(Cl)cc(S(N)(=O)=O)cc2Cl)o1,-8%,/,/,/,i,0.5,/,1%,/,5%
Cc1ncoc1C(=O)N1CCCC(CCC(=O)NCc2ccccc2F)C1 (stereo not drawn),-10%,1.1,-4%,-0.6%,i,0.5,-7%,-7%,-4.7%,4%
COc1ccccc1/C=C/C=N/NC(=O)Cc1cccs1,3%,1,4%,-0.8%,i,0.2,8%,7%,-5.1%,14%
Cc1csc(NC(=O)c2c(-c3c(Cl)cccc3Cl)noc2C)n1,-3%,1,7%,0.4%,i,0.7,6%,7%,-7.9%,2%
O=C(CN1CC(=O)Nc2ccccc21)NCCc1ccc(Cl)cc1Cl,0%,1.1,-51%,-1.6%,i,0.4,-78%,3%,-0.5%,3%
CCn1c(O)c(N=NC(=O)C(O)c2ccccc2)c2ccccc21 (stereo not drawn),-6%,/,/,/,i,0.2,/,19%,/,6%
Cc1ccc(S(=O)(=O)NC(=O)c2cccn2C)cc1,-6%,0.9,-20%,-2.0%,i,2.1,-15%,5%,0.7%,0%
CCN(CC)S(=O)(=O)c1ccc(OC)c(NC(=S)Nc2ccc(C)c(C)c2)c1,-1%,1.4,13%,-3.0%,i,1.1,1%,8%,2.7%,2%
CCc1nc2ccccc2n1CC(=O)N(C(C)CC)C1CCS(=O)(=O)C1 (stereo not drawn),-2%,1.1,-7%,-3.1%,i,0.2,-18%,-3%,-2.0%,9%
O=C(COc1ncnc2sccc12)Nc1ccc(F)cc1F,1%,1.2,-5%,-0.6%,i,0.3,-3%,11%,-2.8%,-3%
Fc1ccc(N2CCN(c3ncnc4nc[nH]c34)CC2)cc1,0%,1.6,8%,/,i,2.1,14%,12%,-7.6%,5%
C[N+]12CCCCC1C(COC(=O)c1ccc3c(c1)OCO3)CCC2 (stereo not drawn),-7%,1.1,11%,1.9%,i,8.9,3%,-5%,-5.1%,?
O=C(COC(=O)c1ccncc1)Nc1cc(Cl)ccc1Cl,-1%,1.1,0%,2.3%,i,6.9,93%*,0%,-65%,-1%
CC(=O)c1ccc(S(=O)(=O)N2CCN(CC#N)CC2)cc1,-2%,/,/,/,i,0.2,/,-2%,/,1%
CCOC(=O)c1c(NCC(C)C)c2ccccc2[nH]c1=O,4%,1,-3%,-2.9%,i,1.2,-10%,16%,-3.8%,3%
COc1nc(C)ccc1-c1noc(-c2ccccn2)n1,-4%,1,8%,-4.8%,i,21,3%,2%,-1.6%,-2%
Cn1ncn2c(=O)c3c(nc12)-c1ccccc1CC31CCCC1,-1%,/,/,/,i,0.2,/,-2%,/,9%
COc1cc2c(cc1OC)C(c1cccc([N+](=O)[O-])c1)N(C(=O)c1ccccc1C(=O)O)CC2 (stereo not drawn),-2%,1.1,-4%,-0.8%,i,0.1,-3%,-44%,-6.3%,11%
COc1cccc2cc(C(=O)c3ccc([N+](=O)[O-])cc3)oc12,-4%,1.2,1%,-1.2%,i,0.6,3%,-1%,-1.2%,2%
C=CCOC(=O)C1=C[C@@H](c2coc3ccccc3c2=O)C[C@@H](OCc2ccc(CO)cc2)O1,3%,0.9,3%,12%,i,0.7,14%,-3%,-4.5%,6%
COc1ccc(C(=O)CSc2nnc3ccc(-c4ccccn4)nn23)cc1,-4%,1.1,-5%,-1.3%,i,0.6,-7%,2%,-6.0%,4%
COc1ccccc1N(CC(=O)NCCSc1ccccc1)S(C)(=O)=O,-8%,1.1,8%,0.2%,i,3.3,8%,-10%,-2.2%,4%
c1ccc(-c2ccc3c(c2)NCCN3)cc1,-4%,/,/,/,i,1.7,/,-8%,/,5%
S=C(NCC1CCCO1)NC1CCCC1 (stereo not drawn),-9%,1,5%,1.5%,i,0.9,5%,6%,-4.3%,11%
Cc1nc2sc3c(c2c2nnc(SCC(=O)NCc4ccco4)n12)CCCC3,5%,1.1,18%,-1.2%,i,0.3,16%,-2%,-9.2%,10%
CC(=O)Nc1sc(C)c(C)c1C(=O)OC1CCOC1=O (stereo not drawn),-5%,1.1,6%,-1.4%,i,0.4,3%,4%,0.3%,8%
CN1C(=O)CC(C(=O)Nc2ccccc2F)SC1=Nc1ccc2c(c1)OCO2 (stereo not drawn),-4%,1.2,-1%,-1.8%,i,0.6,7%,4%,-4.2%,15%
O=c1[nH]c(-c2ccccc2)c(-c2ccccc2)[nH]1,-10%,1.1,18%,-2.7%,i,0.8,14%,-26%,-0.5%,10%

# Molecules shown so far containing a thiophene ring, fused or not (five):
molecule,LYP phosphatase,TNAP activators,PMI inhibitors,CSM14.1 death rescue,Myeloid diff 2,Myeloid diff 2 GFP+ MAC1+ %,PMI inhibition,P. falciparum M17LAP,XIAP antagonists,P. falciparum M1AAP
COCCCNC(=O)c1c(NC(=O)C2COc3ccccc3O2)sc2c1CCCC2 (stereo not drawn),-4%,1,4%,-0.3%,i,0.4,4%,9%,-3.6%,9%
COc1ccccc1/C=C/C=N/NC(=O)Cc1cccs1,3%,1,4%,-0.8%,i,0.2,8%,7%,-5.1%,14%
O=C(COc1ncnc2sccc12)Nc1ccc(F)cc1F,1%,1.2,-5%,-0.6%,i,0.3,-3%,11%,-2.8%,-3%
Cc1nc2sc3c(c2c2nnc(SCC(=O)NCc4ccco4)n12)CCCC3,5%,1.1,18%,-1.2%,i,0.3,16%,-2%,-9.2%,10%
CC(=O)Nc1sc(C)c(C)c1C(=O)OC1CCOC1=O (stereo not drawn),-5%,1.1,6%,-1.4%,i,0.4,3%,4%,0.3%,8%

# Additional records:
molecule,LYP phosphatase,TNAP activators,PMI inhibitors,CSM14.1 death rescue,Myeloid diff 2,Myeloid diff 2 GFP+ MAC1+ %,PMI inhibition,P. falciparum M17LAP,XIAP antagonists,P. falciparum M1AAP
CCOC(=O)C1C(=O)OC(C)(C)C1C(CC)C(=O)c1ccccc1 (stereo not drawn),-3%,1,-3%,0.5%,i,0.4,-5%,4%,-2.5%,-2%
COc1ccc(N2CCN(CCCNC(=S)Nc3c(C)cccc3C)CC2)cc1,-7%,1.2,2%,-0.7%,i,0.1,-4%,5%,-2.1%,4%
Cn1ncc2cc(NC(N)=S)ccc21,5%,1,-7%,/,i,1.0,-10%,-1%,-3.5%,6%
CCOC(=O)c1c(/N=C/C2=C(O)CCCC2=O)sc2c1CCCC2,-5%,/,/,/,i,0.5,/,-3%,/,-4%
COc1ccc(CCc2nc(-c3ccc(-n4cccc4)cc3)no2)cc1,-4%,1,-11%,-1.4%,i,2.7,-8%,-6%,-1.0%,3%
CCc1cccc(C)c1NC(=S)NCc1ccc2[nH]c(C)cc2c1,5%,1.1,1%,-2.7%,i,4.0,1%,-11%,-9.5%,2%
COc1ccc(NC(=O)/C=C/c2ccc(Br)o2)cn1,6%,1.1,-5%,-1.4%,i,0.6,44%,1%,-0.4%,11%
CN(CCCC(=O)NCc1ccco1)S(=O)(=O)c1ccccc1,-6%,1.1,3%,3.1%,+,2.0*,7%,2%,-3.6%,0%
Clc1ccc(N2COC3c4cccc5cccc(c45)C32)cc1 (stereo not drawn),4%,1.1,2%,1.9%,i,0.2,6%,-1%,-4.8%,2%
N#Cc1ccc(C2=NC(C(F)(F)F)(C(F)(F)F)c3c(n(Cc4ccco4)c(=O)[nH]c3=O)N2)cc1,-1%,1,-8%,3.8%,i,0.6,1%,22%,-5.4%,10%
